Arr AP2 block = inhibitors of beta-arrestin/AP2 binding, primary screen, biochemical, GPCR trafficking, flow cytometry | hit rate 0.31% among 340,000 | FITC-arrestin peptide / GST-AP2 beads; AP2 beta2 appendage carries R879A mutation | inhibition, % at 10 µM | AID 504490, 2011 | beta-arrestin 1 C-terminal peptide binding to AP2 beta2-adaptin appendage (human);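 active means inhibition above a set limit, near 3 SD of compounds lacking own fluorescence, cut at about 54% in these data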;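 further: plate controls were DMSO wells for no effect and 5 µM unlabelled arrestin peptide for full effect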
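System: GST-tagged AP2 beta2-adaptin appendage (R879A) on 4 µm glutathione beads / Reagent: FITC-arrestin peptide, 50 nM / Detection: HyperCyt-sampled flow cytometry, FL1 channel, ex 488/em 535 nm / Timing: 12 min plus 1 h, RT / Buffer or medium: PBS plus Tween 20 (0.05%) and BSA (0.1%)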
LANA DNA inh = inhibitors of KSHV C-LANA binding to DNA, primary screen, biochemical, fluorescence polarization, FAM-LBS DNA, MBP-C-LANA, single point. Kaposi's sarcoma herpesvirus LANA C-terminal domain (residues 932-1162) DNA binding. inhibition, % at 9 µM. hit rate 0.078% among 340,000. AID 504423, 2011;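 active means highest replicate inhibition at or above 60% at 9 µM, even if other replicates fall short; inactive means all replicates below 60% inhibition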;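 further: 0% = neutral control wells and 100% = 4 µM acridine orange control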
NSD2 inh = NSD2 histone methyltransferase inhibitors, primary screen, biochemical, AlphaScreen, single concentration, set 2; AID 743445, 2014; Histone-lysine N-methyltransferase NSD2 (Homo sapiens), O96028; inhibition, % at 12.5 µM; hit rate 0.54% among 310,000; NSD2 peptide methylation, 120 min; in the data active means inhibition above about 50%
V-ATPase pH = regulators of yeast V-ATPase proton pumping, primary screen, pHLuorin cytosolic pH fluorescence | S. cerevisiae | response, % at 10 µM | hit rate 0.37% among 350,000 | AID 504577, 2011; in the data active means response mostly above about 7.3%, no sharp cut-off; inactive means mostly below about 5.4%; further: actives read high; inactives centre near 0; some compounds called inactive have numbers as strong as hits; reference of the scale not given here
Cardiac RTF inh = cardiac RTF calcium sensitivity inhibitors, primary screen, biochemical, IANBD-TnC fluorescence, EC70 calcium; inhibition, % at 7.15 µM; Troponin I, cardiac muscle (Homo sapiens) + Troponin T, cardiac muscle (Homo sapiens) + …; hit rate 0.12% among 340,000; AID 493244, 2011; IANBD-labeled cardiac RTF, Ca2+ fluorescence;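 active means inhibition above the mean inhibition of all tested compounds plus 3 SD, cut at about 17% in these data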;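 further: assay run at fixed EC70 calcium of 1.6 mM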
Keap1 Nrf2 FP = Keap1-Nrf2 protein-protein interaction inhibitors, primary screen, biochemical, fluorescence polarization, single point. Keap1 Kelch-Nrf2 peptide fluorescence polarization, 1536-well. inhibition, % at 9.4 µM. hit rate 0.15% among 340,000; in the data active means inhibition above about 12%;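 further: human Keap1 Kelch domain with fluorescein labeled Nrf2 9mer peptide probe; 0% = neutral control wells and 100% = peptide positive control; higher means more block of Keap1 binding to Nrf2 peptide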
Pemphigus Ab inh = inhibitors of pemphigus antibody binding to DSG3, primary screen, biochemical, bead-based, flow cytometry, scFv-GFP; Desmoglein-3 (Homo sapiens), P32926; DSG3-coupled beads, scFv-anti-DSG3-GFP binding; active compounds read low; binding (percent of control), % at 10 µM; hit rate 0.48% among 310,000; AID 588358, 2011;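 active means binding more than 3 SD below its plate's average and above zero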;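 further: hits lower antibody fragment binding to DSG3; some compounds called inactive have numbers as strong as hits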
Target sequence (P32926 whole entry, looked up, the tested form may be a part): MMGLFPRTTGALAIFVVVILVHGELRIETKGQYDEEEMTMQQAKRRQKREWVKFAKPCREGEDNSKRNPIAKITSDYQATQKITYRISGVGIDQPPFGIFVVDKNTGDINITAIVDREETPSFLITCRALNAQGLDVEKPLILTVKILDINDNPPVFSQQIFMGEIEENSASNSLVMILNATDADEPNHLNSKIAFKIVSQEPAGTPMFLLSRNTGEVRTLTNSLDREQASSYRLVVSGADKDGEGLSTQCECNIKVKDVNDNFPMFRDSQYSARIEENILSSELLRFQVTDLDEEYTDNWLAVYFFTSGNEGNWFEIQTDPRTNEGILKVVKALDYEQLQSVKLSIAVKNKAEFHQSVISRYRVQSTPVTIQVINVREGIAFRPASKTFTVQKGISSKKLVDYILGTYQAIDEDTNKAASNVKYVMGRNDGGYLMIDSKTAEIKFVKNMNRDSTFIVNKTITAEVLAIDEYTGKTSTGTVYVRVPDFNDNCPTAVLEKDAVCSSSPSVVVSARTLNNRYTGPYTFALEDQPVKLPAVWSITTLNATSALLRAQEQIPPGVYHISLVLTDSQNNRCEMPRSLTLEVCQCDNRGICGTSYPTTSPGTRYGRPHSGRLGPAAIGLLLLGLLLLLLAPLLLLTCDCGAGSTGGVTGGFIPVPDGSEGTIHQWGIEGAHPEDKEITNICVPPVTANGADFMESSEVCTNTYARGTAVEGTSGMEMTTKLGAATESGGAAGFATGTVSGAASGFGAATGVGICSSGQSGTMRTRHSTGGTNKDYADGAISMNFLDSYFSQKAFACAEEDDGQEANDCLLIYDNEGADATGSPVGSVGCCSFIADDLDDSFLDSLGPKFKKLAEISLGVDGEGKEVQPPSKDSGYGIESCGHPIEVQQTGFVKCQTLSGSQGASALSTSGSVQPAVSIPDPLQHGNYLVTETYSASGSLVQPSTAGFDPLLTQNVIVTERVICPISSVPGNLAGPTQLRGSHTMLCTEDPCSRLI
DAGLB inhibitor = DAGLB lipase inhibitors, primary screen, biochemical, fluorescence, HTS; inhibition, % at 5.17 µM; HEK293T DAGLB membrane lysate, EnzChek fluorogenic substrate; Diacylglycerol lipase-beta (Homo sapiens), Q8NCG7; hit rate 0.059% among 340,000; in the data active means inhibition above about 34%;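 further: 0% = enzyme with vehicle and 100% = wells lacking enzyme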
CAL PDZ FP-1 = CAL PDZ peptide-binding inhibitors, primary screen, biochemical, fluorescence polarization, Cer-tagged CAL PDZ, HTS; hit rate 0.02% among 330,000; Golgi-associated PDZ and coiled-coil motif-containing protein (Homo sapiens), Q9HD26; purified CAL PDZ, TMR-peptide fluorescence polarization, 1 h; AID 504414, 2011; inhibition, % at 20 µM;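 active means highest replicate inhibition of at least 40%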;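 further: plate controls were DMSO neutral control wells for no effect and unlabeled competitor peptide control wells for full effect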
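System: purified tagged CAL PDZ domain construct (CerCALP). Schedule: 1 h incubation at room temperature before polarization reading. Medium: 25 mM sodium phosphate pH 7.4, 150 mM NaCl, TCEP, IgG, Thesit. Read-out: percent inhibition from loss of millipolarization. Measured by: FP readout, S and P plane fluorescence. Probe or stimulus: fluorescent TMR peptide probe.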
CAL PDZ FP-2 = untagged CAL PDZ binding inhibitors, primary screen, biochemical, fluorescence polarization, HTS; Golgi-associated PDZ and coiled-coil motif-containing protein (Homo sapiens), Q9HD26; purified CAL PDZ, TMR-peptide fluorescence polarization, 1 h; inhibition, % at 24.9 µM; hit rate 0.92% among 300,000; AID 602252, 2012;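 active means mean inhibition of at least 30% with at least half of replicates also reaching 30%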;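 further: 0% = DMSO neutral control and 100% = excess unlabeled competitor peptide PRC23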
Active calls of the source: *; x = not tested or not shown. This is a subset; count on the stated rates, not on these rows.

entry	canonical_smiles	Arr AP2 block	LANA DNA inh	NSD2 inh	V-ATPase pH	Cardiac RTF inh	Keap1 Nrf2 FP	Pemphigus Ab inh	DAGLB inhibitor	CAL PDZ FP-1	CAL PDZ FP-2
1	CN(CC(=O)Nc1c(Cl)cccc1Cl)C(=O)CNC(=O)c1ccc2c(c1)OCO2	34	-0.6	0	-8	-4	2	97	-1	-2.7	-1
2	O=C(COC(=O)Cc1ccc(S(=O)(=O)N2CCOCC2)s1)Nc1ccccc1	9	-1.3	-1	-3	-4	-8	132	0	-0.7	-3
3	O=C(CN(Cc1ccccc1Cl)S(=O)(=O)c1ccc(Cl)cc1)N/N=C/c1ccc(C(=O)O)cc1	3	0.4	1	-1	-3	2	107	9	-1.3	-3
4	COc1ccc(N/C(C)=C/C(=S)Nc2ccccc2)cc1	-2	-1.9	27	0	-4	-5	99	1	-0.2	3
5	O=C(O)C(c1ccccc1)N1C(=O)c2ccccc2C1=O (stereo not given)	12	0.7	-1	-1	-3	-2	120	-1	-1.3	-1
6	CCCn1c(SC(C)C(=O)N2CCOCC2)nc2ccc(Br)cc2c1=O (stereo not given)	32	-1.7	-2	3	-4	-1	100	-1	-4.0	16
7	CC(C)NC(=S)Nc1cccc2cnccc12	-10	2.2	38	2	-7	4	91	-1	0.1	9
8	CN(c1ccccc1)S(=O)(=O)c1ccc(C(=O)Nc2nnc(C3=COCCO3)o2)cc1	5	-1.8	-7	0	0	2	105	2	-0.9	1
9	Cc1ccc(-n2c(=O)c3sccc3n(CC(=O)NCc3ccco3)c2=O)cc1	24	-0.3	0	0	1	-1	97	1	x	-4
10	OCCCCNCc1ccc(OCc2ccccc2)cc1	3	-0.4	0	-1	-2	1	108	2	-0.6	0
11	COc1ccc(NC2CCCN(C(=O)CN3CCOC3=O)C2)cc1OC (stereo not given)	17	-0.7	3	6	0	-3	101	2	-1.9	-1
12	CCOCc1nnc(NC(=O)C2CCN(C(=O)C3CC(=O)N(c4ccc(C)cc4)C3)CC2)s1 (stereo not given)	13	-0.9	-8	-4	-4	-1	x	4	-2.4	-3
13	COc1cccc(-c2nc(CS(=O)(=O)CC(=O)Nc3ccc(F)cc3F)c(C)o2)c1	-9	0.3	0	1	-5	-2	115	-4	-2.3	0
14	Cc1cc(C)n2nc(SCCC(=O)NCCc3ccccc3)nc2n1	3	0.2	0	1	-4	-1	110	2	-2.0	x
15	COc1ccc(-n2cc(-c3ccc(Br)cc3)[nH]c2=S)cc1	6	2.0	x	-1	-3	-6	93	2	0.6	-8
16	C=CCCN(C(CC(C)C)C(=O)OC)S(=O)(=O)c1cc(Br)ccc1Br (stereo not given)	11	2.9	x	-1	5	-3	110	-16	1.4	2
17	Cc1ccc(S(=O)(=O)N2CCCOC2CNC(=O)C(=O)NC2CCCC2)cc1 (stereo not given)	3	-0.6	8	-2	-1	3	100	2	-1.9	2
18	Cc1sc2nc(SC(C)C)nc(N)c2c1C	-5	-1.1	-2	-1	6	-1	85	-1	-3.0	-2
19	Cc1occc1C(=O)NNC(=O)c1ccccc1[N+](=O)[O-]	7	-1.5	-1	-4	2	-3	x	-3	-1.5	-1
20	O=c1[nH]c2ccc(NC(=S)NCc3ccccc3)cc2[nH]1	29	0.9	-1	0	7	5	95	1	1.0	-4
21	COc1ccc(CNC(=O)CN(C(=O)c2csnn2)c2cccc(F)c2)cc1	-5	-0.5	-6	3	8	-2	113	1	-1.2	-1
22	COC(=O)c1ccc(NC(=O)C2CCN(S(C)(=O)=O)CC2)cc1	3	1.3	x	2	-1	-1	110	3	-2.4	-1
23	CCOC(=O)N1CCN(C(=O)CN(Cc2ccccc2)S(=O)(=O)c2ccc(OC)c(C)c2)CC1	11	-5.3	1	-1	-8	1	x	-4	2.1	-2
24	CCN(CC)Cc1cc(O)c(CN(CC)CC)cc1O	33	25	100*	-4	-11	5	79	0	-3.1	-2
25	COc1ccc(/C=N/NC(=O)Cc2cccs2)cc1	17	-2.3	1	4	-8	0	x	0	-0.1	-3
26	O=C1NC(NS(=O)(=O)c2ccccc2)(C(F)(F)F)C(=O)N1Cc1ccccc1 (stereo not given)	-8	0.6	0	0	0	-4	x	1	-1.0	-6
27	O=C(c1cccc(N2CCCC2=O)c1)N1CCOCC1	-7	1.5	-5	-6	1	3	100	2	0.9	-2
28	CCOc1ccc2oc(C(=O)N(Cc3nnc(-c4ccccc4Cl)o3)C3CC3)c(C)c2c1	3	-0.8	-2	3	3	-3	99	-4	-1.2	x
29	O=C(O)c1cccc(N2C(=O)c3cc([N+](=O)[O-])cc4cc([N+](=O)[O-])cc(c34)C2=O)c1	-16	10	34	-1	3	2	99	6	-1.1	-4
30	COC(=O)[C@H](Cc1c[nH]c2ccccc12)NC(=O)NCc1ccccc1	12	2.2	0	-2	-6	-1	91	-4	-0.4	-1
31	O=C(O)CCc1nn2c3ccccc3n(Cc3ccccc3)c2nc1=O	23	0.4	3	-2	0	-2	102	0	-1.0	5
32	CC(C)(CNc1ccc([N+](=O)[O-])cc1Cl)CNS(C)(=O)=O	6	0.8	4	0	0	0	x	1	-1.9	-4
33	Cc1cc(=O)n(CC(C)O)c(O)c1C#N (stereo not given)	-16	7.5	-2	-2	1	-2	100	1	-0.6	-2
34	Cn1c(C(=O)OC(C(=O)NC2CCCC2)c2cccnc2)cc2sccc21 (stereo not given)	-8	1.1	-1	0	3	-2	107	-2	-0.5	-2
35	CC(C)c1ccc(NC(=O)C(=O)C2C(=O)Nc3ccccc32)cc1 (stereo not given)	-1	0.0	-1	-2	4	0	97	-1	-0.6	x
36	O=C(NCC(=O)N(CC1CCCO1)C(C(=O)NC1CCCC1)c1cccnc1)c1ccco1 (stereo not given)	14	-1.3	1	13	-10	-2	104	0	-3.3	0
37	CC1(C)CC(=O)C(C=NCCN2CCN(C(=S)Nc3ccc(F)cc3)CC2)=C(O)C1	30	1.1	-3	-2	-2	1	99	1	-1.8	5
38	COc1ccc(S(=O)(=O)NCCSCc2cccs2)cc1	1	-2.4	-1	1	-6	-5	100	1	0.0	-5
39	c1ccc(-c2ccc(-c3[nH]ncc3CN3CCC(N4CCSCC4)CC3)cc2)cc1	31	-1.8	22	-4	3	0	102	1	1.8	-1
40	Cc1ccc(NC(=O)CN(C)C(=O)CSc2nnc(C(F)(F)F)n2C)cc1	7	0.1	-2	2	-4	-1	90	0	-1.3	5
41	CCOC(=O)c1cnc(-n2nc(C)cc2C)nc1-n1nc(C)cc1C	11	0.1	1	12	-5	-3	105	-3	0.6	-4
42	O=C(c1cc(F)ccc1F)C1CCCN(C(=O)CCN2CCCCO2)C1 (stereo not given)	22	-1.6	-1	0	-2	0	104	1	0.4	-3
43	COC(=O)CSc1ccc(S(=O)(=O)N2CCOCC2)cc1[N+](=O)[O-]	7	-1.0	1	0	-7	-4	103	0	0.6	0
44	CC(=O)Oc1ccc2c(=O)oc(-c3ccccc3)nc2c1	12	1.6	0	0	-8	-5	117	2	-2.2	-2
45	CCCCOc1ccc(C(=O)CCN2CCCCC2)cc1	-6	2.8	x	1	-4	-1	112	4	-0.8	-3
46	CC[C@]12C(=O)N(C)C[C@H]([C@@H]3C(=O)N(Cc4ccccc4)C(=O)[C@@H]31)N2C(=O)c1ccccc1	12	-1.8	x	0	3	-4	108	0	-0.4	-7
47	CCN(CC)CCCNC(=O)C1c2cc(OC)c(OC)cc2C(=O)N(C)C1c1cccs1 (stereo not given)	1	2.7	7	-2	0	-4	100	3	-5.3	-3
48	O=C(O)COc1ccc2c(-c3ccccc3)cc(=O)oc2c1	-1	-0.5	1	1	1	0	103	0	-0.9	-3
49	COc1ncnc2c1cnn2-c1ccccc1	27	-2.2	-3	-4	5	0	104	4	x	-3
50	COc1cccc(-c2nc(CS(=O)CC(=O)NCc3ccccc3Cl)c(C)o2)c1 (stereo not given)	2	0.3	x	-1	1	-3	110	-1	-0.3	0
51	COc1ccc(C(=O)COc2ncnc3cc(Cl)ccc23)cc1	-9	-0.1	-1	-49	-4	-2	111	1	-0.3	21
52	Cc1cc(CNC(=O)c2ccc3c(c2)OCO3)c2ccccc2n1	3	0.8	1	-1	1	-5	101	0	-1.8	6

Compound activity (PubChem)
